Assay outcomes (PubChem BioAssay)
ULK1 primary: blocks human autophagy kinase ULK1 | O75385 | AlphaScreen Atg13 phosphorylation by ULK1, luminescence | hit rate 1.9% among 30,000 | AID 1259251 | inhibition, % at 5.96 µM; in the data active = inhibition above about 43%;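 also: 0% = median of compound wells and 100% = no enzyme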
Target sequence (O75385 whole entry, looked up): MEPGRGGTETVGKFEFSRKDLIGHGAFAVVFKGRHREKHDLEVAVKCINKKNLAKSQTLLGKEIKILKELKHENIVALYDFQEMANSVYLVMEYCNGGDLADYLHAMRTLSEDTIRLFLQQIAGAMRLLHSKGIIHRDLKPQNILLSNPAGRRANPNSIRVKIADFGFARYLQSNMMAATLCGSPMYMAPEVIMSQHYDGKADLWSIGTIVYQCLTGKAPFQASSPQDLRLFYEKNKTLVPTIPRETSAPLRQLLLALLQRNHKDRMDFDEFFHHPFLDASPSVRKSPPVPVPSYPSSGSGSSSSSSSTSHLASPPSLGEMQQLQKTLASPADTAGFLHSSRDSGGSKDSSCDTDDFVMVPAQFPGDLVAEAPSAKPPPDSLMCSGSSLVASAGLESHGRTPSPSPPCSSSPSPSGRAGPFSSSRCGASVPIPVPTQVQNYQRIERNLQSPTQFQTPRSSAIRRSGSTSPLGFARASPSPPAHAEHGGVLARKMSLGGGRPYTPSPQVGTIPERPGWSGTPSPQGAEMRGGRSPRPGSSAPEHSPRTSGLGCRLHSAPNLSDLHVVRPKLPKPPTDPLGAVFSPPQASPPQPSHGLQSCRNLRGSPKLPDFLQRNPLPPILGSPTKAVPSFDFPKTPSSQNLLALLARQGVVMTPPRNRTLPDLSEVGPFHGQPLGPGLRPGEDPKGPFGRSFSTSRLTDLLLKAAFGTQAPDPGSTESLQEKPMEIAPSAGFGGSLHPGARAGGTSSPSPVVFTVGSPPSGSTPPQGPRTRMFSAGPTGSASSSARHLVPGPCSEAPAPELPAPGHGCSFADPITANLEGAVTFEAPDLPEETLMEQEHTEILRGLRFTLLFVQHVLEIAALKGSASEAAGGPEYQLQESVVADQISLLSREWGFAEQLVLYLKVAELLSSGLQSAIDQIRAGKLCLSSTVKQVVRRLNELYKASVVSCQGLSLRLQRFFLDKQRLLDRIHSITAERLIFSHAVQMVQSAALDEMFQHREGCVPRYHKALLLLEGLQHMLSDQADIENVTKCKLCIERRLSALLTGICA
ASK1 primary: human ASK1 kinase inhibition, primary screen; AlphaScreen MKK6 phosphorylation by ASK1, luminescence; hit rate 0.99% among 22,000; inhibition, % at 7.44 µM; Q99683; in the data active = inhibition above about 35%;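 also: 0% = median of compound wells and 100% = no enzyme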
Active calls of the source: *; . = no result given. This is a subset (hit frequency here may not be typical).

structure	ULK1 primary	ASK1 primary
C[N+]1(C)[C@@H]2CC(OC(=O)[C@H](CO)c3ccccc3)C[C@H]1[C@@H]1O[C@@H]12 (some centres not stated)	1	.
CC(N)C(=O)OC(C)(C)Cc1ccc(Cl)cc1 (configuration not stated)	-32	.
CCCCCCC(=O)O[C@H]1CC[C@H]2[C@@H]3CCC4=CC(=O)CC[C@]4(C)[C@H]3CC[C@]12C	1	.
C[C@]12CC[C@@H]3c4ccc(OC(=O)N(CCCl)CCCl)cc4CC[C@H]3[C@@H]1CC[C@@H]2OP(=O)(O)O	-19	.
O=C1OC(c2ccc(O)c(S(=O)(=O)O)c2)(c2ccc(O)c(S(=O)(=O)O)c2)c2c(Br)c(Br)c(Br)c(Br)c21	64*	.
COc1cccc(CN(CCN(C)C)C(=O)c2cn(CCN3CCCC3)c3cc(-c4cn[nH]c4)ccc23)c1	3	4
Cc1cccc(C(C)c2cnc[nH]2)c1C (configuration not stated)	-1	.
COC12C(COC(N)=O)C3=C(C(=O)C(C)=C(N)C3=O)N1CC1C2N1C (configuration not stated)	-9	.
O=C(O)COc1ccccc1	2	.
COP(=O)(OC)OC=C(Cl)Cl	4	.
CC(C)NCC(O)c1ccc([N+](=O)[O-])cc1 (configuration not stated)	-7	.
CC1=CC(=O)NP(=O)(Oc2ccc(Cl)cc2)N1 (configuration not stated)	-13	.
CCCn1nc(C(=O)NCc2cccc(OC)c2)c2ccc(-c3cn[nH]c3)cc21	-7	4
CCCC(C)(COC(N)=O)COC(=O)NC(C)C (configuration not stated)	-2	.
Fc1cnc(Nc2ccc(-n3cnc(N4CCOCC4)n3)cc2)cc1-c1cn[nH]c1 (tested in a mixture with another compound)	3	5
CC(CO)NC(=O)C1C=C2c3cccc4c3c(cn4C)CC2N(C)C1 (configuration not stated)	21	.
CCCC(C)(COC(N)=O)COC(N)=O	0	.
CC(C)c1c(CN(C)C(C)Cc2ccccc2)n(C)n(-c2ccccc2)c1=O (configuration not stated)	-6	.
CCOc1ccc(C(C)(C)COCc2cccc(Oc3ccccc3)c2)cc1	4	.
COc1ccc2c(c1OC)C(=O)OC2C1c2cc3c(cc2CCN1C)OCO3 (configuration not stated)	12	.
CCC(=O)OC1(c2ccccc2)CCN(C)CC1C (configuration not stated)	-8	.
O=C(O)Cc1ccccc1	8	.
CN(C)[C@@H]1C(=O)C(C(N)=O)=C(O)[C@@]2(O)C(=O)C3=C(O)c4c(O)cccc4[C@@](C)(O)[C@H]3[C@H](O)[C@@H]12	51*	.
COc1ccc(OC)c(C(O)C(C)N)c1 (configuration not stated)	16	.
OCC(O)[C@H]1O[C@@H]2O[C@H](C(Cl)(Cl)Cl)O[C@@H]2[C@H]1O (some centres not stated)	12	.

Entries shown so far containing a COOH group, in the order listed:
structure	ULK1 primary	ASK1 primary
O=C(O)COc1ccccc1	2	.
O=C(O)Cc1ccccc1	8	.

Going on with the list:
structure	ULK1 primary	ASK1 primary
CCN[C@@H](C)Cc1cccc(C(F)(F)F)c1	0	.
Cc1cc(C)[n+](-c2nccs2)c(C)c1	-7	.
Cc1c(N)nc(C(CC(N)=O)NCC(N)C(N)=O)nc1C(=O)NC(C(=O)NC(C)C(O)C(C)C(=O)NC(C(=O)NCCc1nc(-c2nc(C(=O)NCCC[S+](C)C)cs2)cs1)C(C)O)C(O[C@@H]1O[C@@H](CO)[C@@H](O)[C@H](O)[C@@H]1O[C@H]1O[C@H](CO)[C@@H](O)[C@H](OC(N)=O)[C@@H]1O)c1cnc[nH]1 (some centres not stated)	3	.
CC(C)(C)NCC(O)c1ccccc1Cl (configuration not stated)	-13	.
CCCN1CCC[C@@H]2Cc3[nH]ncc3C[C@H]21	8	.
CNC(=O)NC(O)C(Cl)(Cl)Cl (configuration not stated)	5	.
Nc1nc(/N=C/c2ccc(N(CCCl)CCCl)cc2)n[nH]1	-6	.
OCC1(CO)COC(c2cccnc2)N1 (configuration not stated)	0	.
CCOc1cc(C=O)ccc1O	6	.
O=C1NCN(c2ccccc2)C12CCN(CCCOc1ccc(F)cc1)CC2	-2	.
O=C(NC1CCC(Nc2ccc3[nH]ncc3c2)CC1)[C@@H](O)c1ccccc1Cl (some centres not stated) (tested in a mixture with another compound)	7	-6
C[C@@H]1O[C@@H](O[C@H]2C[C@@H](O)[C@]3(CO)[C@H]4[C@H](O)C[C@]5(C)[C@@H](C6=CC(=O)OC6)CC[C@]5(O)[C@@H]4CC[C@]3(O)C2)[C@H](O)[C@H](O)[C@H]1O	1	.
COc1cccc([C@]2(O)CCCC[C@H]2CN(C)C)c1	12	.
CC(C)C(Br)C(=O)NC(N)=O (configuration not stated)	-16	.
COc1ccc(OC)c([C@@H](O)[C@H](C)NC(C)(C)C)c1	2	.
C=CCN1CC[C@]23c4c5ccc(O)c4OC2C(O)C=CC3[C@H]1C5 (some centres not stated)	-3	.
c1ccc2nc(N3CCNCC3)ccc2c1	-1	.
C[C@]12CC3SC3C[C@@H]1CC[C@@H]1[C@@H]2CC[C@]2(C)[C@@H](O)CC[C@@H]12 (some centres not stated)	2	.
CN1CCN(C(=O)OC2c3nccnc3C(=O)N2c2ccc(Cl)cn2)CC1 (configuration not stated)	-7	.
C[C@]12CC[C@@H](O)CC1=CCC1C2CC[C@@]2(C)C1CC[C@@H]2O (some centres not stated)	-1	.
COc1ccc(CN2CCNCC2)c(OC)c1OC	-2	.
CN(C)[C@@H]1C(=O)C(C(N)=O)=C(O)[C@@]2(O)C(=O)C3=C(O)c4c(O)cccc4[C@@](C)(O)[C@H]3C[C@@H]12	24	.
c1cc2[nH]ncc2cc1N1CCNCC1	-1	-19
Oc1cc(Cl)c(Cl)cc1Cl	4	.
CCc1nc2ccccc2c(=O)n1-c1ccc(OC)cc1	1	.

Laid out differently: 3 of the compounds above
C[C@@H]1O[C@@H](O[C@H]2C[C@@H](O)[C@]3(CO)[C@H]4[C@H](O)C[C@]5(C)[C@@H](C6=CC(=O)OC6)CC[C@]5(O)[C@@H]4CC[C@]3(O)C2)[C@H](O)[C@H](O)[C@H]1O
  ULK1 primary = 1 | ASK1 primary = .

COc1cccc([C@]2(O)CCCC[C@H]2CN(C)C)c1
  ULK1 primary = 12 | ASK1 primary = .

CC(C)C(Br)C(=O)NC(N)=O (configuration not stated)
  ULK1 primary = -16 | ASK1 primary = .

Other structures
structure	ULK1 primary	ASK1 primary
Cc1nnc2n1-c1ccc(Cl)cc1C(c1ccccc1)=NC2	8	.
NCc1cccnc1	7	.
O=C1CN=C(c2ccccc2)c2c(sc3c2CCCC3)N1	-8	.
CC(=O)OC1CCC2(C)C(=CCC3C4CCC(=O)C4(C)CCC32)C1 (configuration not stated)	-18	.
Cc1ccc(C)c(C(O)CNC(C)C)c1 (configuration not stated)	2	.
O=P1(N(CCCl)CCCl)NCCCO1 (configuration not stated)	-8	.
CC(=O)OCC1=C(C(=O)O)N2C(=O)C(N)C2SC1 (configuration not stated)	-13	.
Clc1ccc(COC(Cn2ccnc2)c2ccc(Cl)cc2Cl)cc1 (configuration not stated)	-1	.
NC(=O)CN1CC(O)CC1=O (configuration not stated)	2	.
O=[N+]([O-])c1ccc([As](=O)(O)O)cc1	-6	.
Clc1ccc(CCC(Cn2ccnc2)Sc2c(Cl)cccc2Cl)cc1 (configuration not stated)	2	.
O=C(NC(Oc1ccccc1)C(Cl)(Cl)Cl)c1ccco1 (configuration not stated)	-2	.
Fc1cccc(Br)c1NC1=NCCN1	-6	.
CCCCCn1c(=O)c(C(=O)Nc2ccc(N)cc2)c(O)c2ccccc21	6	.
CN1CCC(Cl)CC1	-28	.
CC(C)(O)[C@@H]1[C@H]2OC(=O)[C@@H]1[C@]1(O)CC3O[C@]34C(=O)O[C@H]2[C@@]41C (some centres not stated)	1	.
C[C@]12COC(=O)C[C@@H]1CC[C@@H]1[C@@H]2CC[C@@]2(C)[C@H]1CC[C@]2(C)O	7	.
NCC1(CC(=O)O)CCCCC1	-7	.
N#CC(C#N)=Cc1ccc(N2CCOCC2)o1	-2	.
C[N+]1([O-])C2CCC1CC(OC(=O)C(CO)c1ccccc1)C2 (configuration not stated)	-2	.
ClCc1cccc(Cl)c1	3	.
OCCOc1ccccc1	5	.
CN(CC(=O)NC1CCCCC1)C(=O)Oc1ccccc1	7	.
O=C1CC[C@@]2(O)[C@H]3Cc4ccc(O)c5c4[C@@]2(CCN3CC2CC2)[C@H]1O5	5	.
Oc1ccc(Cl)cc1	-12	.

Another view of 4 compounds above:
> CN1CCC(Cl)CC1
  ULK1 primary: -28
  ASK1 primary: .

> NC(=O)CN1CC(O)CC1=O (configuration not stated)
  ULK1 primary: 2
  ASK1 primary: .

> O=C1CN=C(c2ccccc2)c2c(sc3c2CCCC3)N1
  ULK1 primary: -8
  ASK1 primary: .

> CCCCCn1c(=O)c(C(=O)Nc2ccc(N)cc2)c(O)c2ccccc21
  ULK1 primary: 6
  ASK1 primary: .

(cont.)
Each structure is followed by: ULK1 primary | ASK1 primary
- COC(=O)C1C(OC(=O)c2ccccc2)CC2CCC1N2C (configuration not stated)
→ 10 | .
- CC[n+]1c(-c2ccccc2)c2cc(N)ccc2c2ccc(N)cc21
→ 62* | .
- Cc1ncc([N+](=O)[O-])n1CCOC(N)=O
→ -3 | .
- ClCCNc1nc2ccc(Cl)cc2[nH]1
→ 5 | .
- CCc1cc2c(s1)-n1c(C)nnc1CN=C2c1ccccc1Cl
→ -5 | .
- O=C(CCCN1CCC2(CC1)C(=O)NCN2c1ccccc1)c1ccc(F)cc1
→ 14 | .
- O=NN1CC2CC(C1)c1cccc(=O)n1C2 (configuration not stated)
→ 3 | .
- O=C(Cl)Cc1cccs1
→ 4 | .
- O=C1CCCN1C(=O)c1ccccc1[N+](=O)[O-]
→ 8 | .
- Cc1csc(=N)n1Cc1ccccc1
→ -12 | .
- C[N+]1([O-])[C@@H]2CC(OC(=O)[C@H](CO)c3ccccc3)C[C@H]1[C@@H]1O[C@@H]12 (some centres not stated)
→ 0 | .
- C#C[C@]1(O)CC[C@H]2[C@@H]3CCC4=CC(=O)CC[C@]4(C)[C@H]3CC[C@@]21C
→ 16 | .
- CC(=O)[C@H]1CCC2C3CC[C@H]4C[C@H](O)CC[C@]4(C)C3CC[C@@]21C (some centres not stated)
→ 15 | .
- CCNC1(c2cccs2)CCCCC1=O (configuration not stated)
→ -13 | .
- Cc1cccc(C)c1NC1=NCCCS1
→ -11 | .
- CN1C2CCC1C(C(=O)O)C(O)C2 (configuration not stated)
→ 5 | .
- CN(C)CCN(C(=O)Cc1cccs1)c1nc2ccccc2s1
→ 9 | .
- CCC1(c2ccccc2)C(=O)NC(=O)N(C(=O)c2ccccc2)C1=O (configuration not stated)
→ 4 | .
- O=C(Nc1ccc(O)cc1)C(Cl)(Cl)Cl
→ 6 | .
- O=C1CN=C(c2ccccc2)c2cc(Cl)ccc2N1CC1CC1
→ -3 | .
- C=C1C[C@@H]2[C@H](CCC3(C)C(=O)CC[C@@H]23)C2(C)C=CC(=O)C=C12 (some centres not stated)
→ 0 | .
- O=c1oc2ccccc2c(O)c1Cc1c(O)c2ccccc2oc1=O
→ -2 | .

Entries of single compounds from above.
`CCC1(c2ccccc2)C(=O)NC(=O)N(C(=O)c2ccccc2)C1=O` (configuration not stated) in the list: ULK1 primary: 4; ASK1 primary: .
`CN1C2CCC1C(C(=O)O)C(O)C2` (configuration not stated) in the list: ULK1 primary: 5; ASK1 primary: .
`COC(=O)C1C(OC(=O)c2ccccc2)CC2CCC1N2C` (configuration not stated) in the list: ULK1 primary: 10; ASK1 primary: .
